Assay outcomes: PubChem BioAssay, several laboratories
HMGR II inh: inhibitors of E. faecalis class II HMGR, primary screen, biochemical, Enterococcus faecalis; purified E. faecalis HMGR, NADPH absorbance 340 nm kinetic; inhibition, % at 10 µM; hit rate 0.41% among 190,000; HMG-CoA reductase (Enterococcus faecalis, mvaE); AID 1066, 2008;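 active = inhibition above a set limit, the median over all tested compounds plus 3 SD, cut at about 9.5% in these data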;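 also: enzyme runs in reverse so mevalonate oxidation gives rising NADPH absorbance; 0% = complete reaction with DMSO and 100% = background rate lacking mevalonate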
RAM network inh: inhibitors of the yeast RAM network, primary screen, dse1pr::URA3 reporter, 5-FOA selection | S. cerevisiae dse1pr::URA3 reporter, 5-FOA growth OD615, 2 d; analog-sensitive cbk1-as2 kinase mutant strain | hit rate 1.8% among 190,000 | inhibition, % at 50 µM;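 active = inhibition above a set limit, 3 SD over mean compound inhibition, cut at about 8.4% in these data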;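 also: 0% = DMSO-only wells with no growth and 100% = 10 µM 1-NA-PP1 full growth; inhibition rescues growth on 5-FOA so higher OD means more RAM inhibition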
DTT redox prof: compounds producing H2O2 with reducing agent – biochemical, NIH compound library profiling, artefact control for MLSCN library redox annotation, primary screen; DTT-dependent redox cycling H2O2, phenol red/HRP absorbance; 100% = 100 µM peroxide control, 0% = buffer; activation, % at 10 µM; hit rate 0.03% among 200,000; AID 878, 2007;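 active = activation of at least 50% relative to the plate's high and low controls in the primary single-dose screen; inactive = activation below 50%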;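 also: compound incubated with DTT at 0.8 mM final as the reducing agent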
S1P3 antag: S1P3 receptor antagonists, primary screen, cell-based; Sphingosine 1-phosphate receptor 3 (Homo sapiens), Q99500; CHO S1P3 NFAT-BLA reporter, FRET fluorescence, antagonist mode; inhibition, % at 4.98 µM; hit rate 0.27% among 170,000;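 active = inhibition above the plate cutoff, the mean inhibition of test wells on that plate plus 3 SD, cut at about 28% in these data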;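 also: cells challenged with S1P at its EC80 of 0.8 µM; blue over green emission ratio from cleaved BLA substrate after 4 h stimulation; 0% = S1P-stimulated wells and 100% = unstimulated DMSO-only wells; some compounds past the cut are filed as inactive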
Target sequence (Q99500 whole entry, looked up): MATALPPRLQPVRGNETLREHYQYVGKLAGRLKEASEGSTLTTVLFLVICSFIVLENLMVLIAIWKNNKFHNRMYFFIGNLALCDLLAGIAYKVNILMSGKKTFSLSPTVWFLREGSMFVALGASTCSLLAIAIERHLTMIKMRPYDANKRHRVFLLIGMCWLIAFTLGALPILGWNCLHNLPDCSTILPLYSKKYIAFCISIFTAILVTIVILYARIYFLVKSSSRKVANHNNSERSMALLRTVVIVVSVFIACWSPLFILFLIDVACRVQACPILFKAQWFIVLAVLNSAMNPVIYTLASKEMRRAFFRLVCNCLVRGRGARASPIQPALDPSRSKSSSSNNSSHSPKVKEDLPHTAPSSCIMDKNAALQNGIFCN
PPARg SRC-1 ag: PPARgamma agonists recruiting SRC-1 coactivator, primary screen, biochemical. Peroxisome proliferator-activated receptor gamma (Homo sapiens), P37231. PPARgamma-SRC-1 coactivator recruitment biochemical assay. activation, % at 8 µM. hit rate 0.41% among 200,000; in the data active = activation above about 19%;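 also: 0% = DMSO and 100% = reference agonist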
bIAP inh: bovine intestinal alkaline phosphatase inhibitors, primary screen, selectivity assay for TNAP inhibitor project, biochemical, bovine IAP, CDP-star luminescence; alkaline phosphatase, intestinal [Bos taurus]; purified bovine IAP, 30 min; inhibition, % at 20 µM; 190,000 tested, under 10 active;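 active = over 50% inhibition of intestinal alkaline phosphatase at 20 µM in the single-dose screen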
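System: Purified bovine intestinal alkaline phosphatase (IAP) enzyme | Input: IAP diluted 1/65,000,000 in the well | Also added: CDP-star chemiluminescent phosphatase substrate, 30 µM final | Dosing: 20 µM single dose | Times: Enzyme reaction for 30 min at room temperature | Detection: Luminescence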
PPARg SRC-2 ag: agonists of PPARg-SRC-2 recruitment, primary screen, biochemical, HTS; Peroxisome proliferator-activated receptor gamma (Homo sapiens), P37231; hit rate 0.34% among 200,000; PPARgamma LBD-SRC-2 recruitment; activation, % at 8 µM; in the data active = activation above about 22%;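 also: 0% = vehicle and 100% = reference agonist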
ROMK primary: ROMK potassium channel modulators, primary screen, cell-based, thallium flux, MLSMR library. B-score at 10 µM. Tet-inducible ROMK, thallium flux fluorescence; actives lie on both sides. AID 1918, 2009. ATP-sensitive inward rectifier potassium channel 1 (Homo sapiens), P48048. hit rate 2% among 130,000;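 active = signal ratio slope over the read window, or its plate-corrected B-score, at least 3 SD from the plate mean, either direction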;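 also: B-score of the F/F0 ratio slope over 7 to 12 s after thallium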
Target sequence (P48048 whole entry, looked up): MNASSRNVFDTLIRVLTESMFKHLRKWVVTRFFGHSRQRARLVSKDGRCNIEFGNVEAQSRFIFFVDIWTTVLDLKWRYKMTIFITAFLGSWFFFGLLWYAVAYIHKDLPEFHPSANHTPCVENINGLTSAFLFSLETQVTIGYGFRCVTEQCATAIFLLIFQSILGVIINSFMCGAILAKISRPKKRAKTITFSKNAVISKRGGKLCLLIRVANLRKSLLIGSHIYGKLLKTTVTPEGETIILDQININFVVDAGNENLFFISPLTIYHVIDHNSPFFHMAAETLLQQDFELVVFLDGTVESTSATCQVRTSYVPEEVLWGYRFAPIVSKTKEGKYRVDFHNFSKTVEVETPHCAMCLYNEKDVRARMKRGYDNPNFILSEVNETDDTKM
TR-FRET SRC-2 ct: TR-FRET signal artefacts, primary screen, artefact control for PPARgamma SRC-2 agonist project, biochemical | TR-FRET ratio at 8 µM | TR-FRET artefact counter-screen; stronger effect = higher value | AID 1049, 2008 | hit rate 0.4% among 200,000; in the data active = TR-FRET ratio above about 2000; also: inactives centre near 1500
PPARg SRC3 recr: PPARgamma agonists recruiting SRC-3 coactivator, primary screen, biochemical; Peroxisome proliferator-activated receptor gamma (Homo sapiens), P37231; biochemical PPARgamma/SRC-3 coactivator recruitment assay; activation, % at 8 µM; hit rate 0.26% among 200,000; AID 731, 2007; in the data active = activation above about 23%;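 also: 0% = DMSO and 100% = reference agonist; some compounds past the cut are filed as inactive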
Lmaj promast: Leishmania major promastigote growth inhibition, primary screen. Leishmania major promastigotes, resazurin fluorescence viability. inhibition, % at 10 µM. hit rate 9% among 200,000. AID 1063, 2008; in the data active = inhibition above about 50%;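 also: promastigotes grown with compound for 44 hours at 28 °C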
The depositor's hits bear a star; · = not tested or not shown.

Order of values – HMGR II inh	RAM network inh	DTT redox prof	S1P3 antag	PPARg SRC-1 ag	bIAP inh	PPARg SRC-2 ag	ROMK primary	TR-FRET SRC-2 ct	PPARg SRC3 recr	Lmaj promast
> COc1ccc(S(=O)(=O)n2c(CCN3CCOCC3)nc3ccccc32)cc1
→ 0	0.7	0.0	19	7	-8	9	-1.4	1350	-2	4
> COc1cc2c(cc1OC)/C(=C/C(=O)N1CCOCC1)NC(C)(C)C2
→ -2	0.8	1.4	3	-3	1	-3	·	1463	-2	-2
> COc1ccc(OC)c(S(=O)(=O)Nc2cccc(-c3ccc4nncn4n3)c2)c1
→ -9	5.2	-0.4	-3	3	-5	2	-0.053	1650	-1	-3
> CC(=O)c1ccc(-c2nnc(CCC(=O)N(C)Cc3c(C)nc4ccccn34)o2)s1
→ 0	1.4	0.1	5	8	-6	6	0.33	1601	6	1
> CCCCOC(=O)n1c(=O)oc2cc(S(=O)(=O)N3CCCCC3)ccc21
→ -6	1.4	-0.2	-6	0	9	3	·	1314	7	-12
> CCOc1ccc2c(c1)C(c1ccc(C)cc1)=NNC(c1ccc(C)cc1)=N2
→ -4	2.1	0.6	·	2	-37	4	-0.79	1431	9	17
> Cc1ccc(NC(=O)NC2C(NC(=O)Nc3ccc(C)cc3)N(C)C(=O)N2C)cc1 (stereo not drawn)
→ -2	3.9	-4.9	·	2	5	10	·	1641	9	-5
> CCOc1c2ccc(C(=O)NCc3ccc(C(F)(F)F)cc3C(F)(F)F)cc2nn1C
→ -4	1.9	-5.3	·	-4	-2	1	-0.42	1368	-3	5
> COc1ccc(N2CCN(C(=O)c3ccc(NS(=O)(=O)c4cccs4)cc3)CC2)cc1
→ -3	5.6	-1.7	-25	7	-12	8	-0.63	1641	-1	13
> CCn1nnc(C(=O)O)c1C(=O)O
→ -2	0.8	0.0	·	1	13	-3	-0.65	1370	1	3
> Cc1cc(NC(=O)c2cc(-c3cccs3)nc3ccccc23)no1
→ -1	1.2	-0.6	-4	5	18	16	·	1659	8	-1
> CCN(CC)CCN(C(=O)c1c(F)cccc1F)c1nc2cc(C)cc(C)c2s1
→ -1	-0.4	-0.6	0	2	6	1	0.3	1500	1	21
> N#Cc1c(NC(=O)CN2CCN(S(=O)(=O)c3ccc4c(c3)OCCO4)CC2)sc2c1CCC2
→ -7	3.1	0.3	-21	2	12	-7	-0.46	1546	-11	0
> O=S(=O)(NC1CCCCC1)c1ccc(-c2csnn2)s1
→ -1	1.9	0.6	·	1	32	1	0.46	1516	-5	2
> CC1(C)Cc2ccccc2C(=NCCCC(=O)O)N1
→ -2	0.0	-2.2	3	-5	4	3	·	1659	-3	-5
> CCOC(=O)C1CCCN(c2cc(C)nc3cc(-c4ccc(F)cc4)nn23)C1 (stereo not drawn)
→ -5	-0.4	2.6	13	8	-16	-1	-1.4	1479	-3	3
> CC1CCN(c2c(NCc3ccc(C(=O)NCc4cccnc4)cc3)c(=O)c2=O)CC1
→ -4	0.3	-1.1	4	6	-6	-3	·	1493	0	-3
> Cc1ccc(NC(=O)COC(=O)/C=C/c2cccs2)c(C)c1
→ 3	3.5	·	-3	-2	-7	4	0.018	1476	-2	42
> O=C(CSc1nnc(COc2ccccc2)o1)c1ccccc1
→ 0	5.7	-0.2	·	5	26	8	-1.1	1709	6	-1
> CS(=O)(=O)Nc1ccc(C(=O)NCCC2=CCCCC2)cc1
→ -2	2.0	2.9	5	-1	5	-1	·	1528	-10	7
> COC(=O)c1cc2ccsc2n1Cc1cccc(F)c1
→ -8	1.6	0.2	-2	-5	6	-5	·	1628	-2	40
> Cc1cccc(C(=O)NC(=S)NNC(=O)COc2c(C)cccc2C)c1
→ 0	2.1	0.0	-14	5	50	4	2.7*	1431	6	8
> COc1ccc(-c2sccc2C(C)C(=O)O)cc1 (stereo not drawn)
→ -5	-0.3	2.2	17	10	1	0	1	1542	5	-5
> CCOC(=O)C1=C(c2ccccc2)NC(=O)NC1c1ccc(OCC#N)c(OC)c1 (stereo not drawn)
→ -2	3.0	-0.4	-13	6	0	-2	-0.41	1612	-6	8
> CC(C)C(=O)Nc1ncc(C(F)(F)F)cc1Cl
→ -1	0.6	2.7	·	2	2	-1	·	1538	2	-4
> COc1ccc2c(c1)-c1ccccc1S(=O)(=O)N2C
→ -1	1.2	-3.4	·	3	10	2	·	1550	2	15
> COC(=O)C(N)Cc1ccc(O)c(O)c1 (stereo not drawn)
→ 0	2.4	-0.1	·	3	17	13	1.2	1483	4	-4
> O=[N+]([O-])c1nn(-c2ccc(Cl)cc2)n(O)c1=NCc1ccncc1
→ 4	0.5	-1.6	-3	2	8	0	0.48	1476	2	75*
> CCOc1cc(N2CCOCC2)c(OCC)cc1NC(=O)COC(=O)[C@H](Cc1c[nH]c2ccccc12)NC(C)=O
→ 3	0.7	-0.2	·	-3	-6	2	0.09	1585	-6	0
> Cc1cccn2c(NC(=O)c3cccs3)c(-c3ccccc3)nc12
→ 2	2.7	0.3	-4	4	11	-3	·	1655	-1	3
> O=C(Cn1c(-c2cscn2)nc2ccccc21)Nc1cc(F)ccc1F
→ -4	-0.7	-7.2	·	11	6	5	·	1624	-4	19
> COC(=O)c1cccc(NC(=O)CCc2ccccc2)c1
→ 2	1.2	0.0	-1	3	-3	-5	-0.26	1542	1	-8
> COc1ccc([N+](=O)[O-])cc1NC(=O)CSc1nccc(C)n1
→ -2	0.7	0.0	3	9	6	-3	0.1	1664	2	1
> Cc1ccc(C)c(S(=O)(=O)Nc2ccccc2C(=O)Nc2ccccc2N2CCOCC2)c1
→ -5	5.8	0.2	·	-9	1	8	0.55	1396	-10	4
> CCc1ccc(NC(=S)N(Cc2ccc(Cl)cc2)Cc2ccc(C(=O)O)cc2)cc1
→ -1	4.6	-0.5	-5	2	-6	-4	1.4	1755	-2	3
> CCNC(=S)N=Nc1c(O)[nH]c2ccc(C(C)C)cc12
→ -2	2.1	-0.3	-12	6	1	3	-1.5	1541	2	78*
> COc1ccccc1NC(=S)NNC(=O)c1cc(C)nn1C
→ -1	2.1	-17	·	2	-40	9	·	1720	12	-4
> O=S(=O)(c1ccc(F)cc1)N1CCN(c2nc(-c3ccc(F)cc3)cs2)CC1
→ -5	2.5	1.5	·	6	10	0	·	1852	11	3
> COc1ccc(Cn2nnnc2C(c2cccs2)N2CCN(c3ccccc3)CC2)cc1 (stereo not drawn)
→ -4	2.5	1.4	7	-1	1	6	·	1662	3	10
> COc1ccc(-c2cc(C(F)(F)F)nc(SCC(=O)NCc3cccs3)n2)cc1
→ -2	5.0	-8.1	·	7	10	2	·	1666	4	-11
> COc1cc(S(=O)(=O)N2CCCCC2)ccc1NC(=O)/C=C/c1ccccc1
→ -2	3.3	-0.5	·	-1	0	13	·	1743	11	31
> CCC(=O)N1CCc2cc(S(=O)(=O)NC(C(=O)N3CCc4ccccc4C3)C(C)C)ccc21 (stereo not drawn)
→ -11	1.3	-0.3	·	1	0	3	·	1603	-6	-2
> COc1cc(C(=O)N/N=C/c2ccc(OC)c(CN3CCN(c4ccc(F)cc4)CC3)c2)ccc1O
→ -2	-0.1	0.7	-2	-10	-24	0	1.7	1359	0	6
> COC(=O)COc1ccc(S(=O)(=O)N2CCN(c3ccc(OC)cc3)CC2)cc1
→ -3	2.6	-0.7	-16	4	2	-7	·	1525	-1	4
> Cc1ccccc1C(=O)Nc1nnc(-c2ccncc2)o1
→ -3	1.2	0.1	-27	-1	2	11	·	1520	0	-6
> CCCCCCN1CC(O)=C(c2ccccc2)C1=N
→ -5	2.3	0.2	·	3	4	4	0.19	1486	0	3
> COc1cccc(N/C=C(\C#N)c2ccc(OCCCF)cc2)c1
→ -3	6.7	-0.7	·	10	39	3	·	1570	6	-4
> O=C(CNC(=O)c1ccncc1)N/N=C/c1cc(Br)ccc1O
→ -4	0.7	0.3	4	6	-1	-12	0.19	1622	0	98*
> COc1ccc(CCCc2n[nH]c(=S)o2)c(C)c1
→ -2	-1.5	-0.5	-7	-2	0	5	0.58	1335	3	-5
> C=CCNC(=O)CN1CCC(O)(c2ccccc2)CC1
→ 4	0.9	-1.3	-10	6	8	-6	-0.022	1622	-6	43

More entries follow.
Order of values – HMGR II inh	RAM network inh	DTT redox prof	S1P3 antag	PPARg SRC-1 ag	bIAP inh	PPARg SRC-2 ag	ROMK primary	TR-FRET SRC-2 ct	PPARg SRC3 recr	Lmaj promast
> CCOC(=O)c1[nH]ncc1CN1CCCC(C(=O)c2ccc(SC)cc2)C1 (stereo not drawn)
→ -2	0.1	0.8	13	-4	-58	-3	0.17	1630	-1	0
> CCn1c(SCc2nc(-c3ccccc3)no2)nnc1-c1ccco1
→ -1	1.3	4.6	·	0	2	12	·	1521	1	-8
> N#CC1=C(SCC(N)=O)NC2=C(C(=O)c3ccccc32)C1c1ccc(Cl)cc1 (stereo not drawn)
→ 2	1.0	1.6	·	16	2	12	·	1487	7	10
> O=C(COC(=O)c1cccnc1Nc1ccccc1F)NCc1ccc2c(c1)OCO2
→ -2	3.0	3.2	-11	-1	4	8	·	1488	-1	-8
> COCCCN1C(=O)C(O)=C(C(=O)c2ccco2)C1c1ccc(Br)cc1 (stereo not drawn)
→ 1	9.1*	3.4	·	14	-2	22	0.32	1860	22	-2
> CCCCNS(=O)(=O)c1ccc(NC(=O)Cc2ccccc2[N+](=O)[O-])cc1
→ 3	3.1	-0.9	1	-6	-8	-3	-0.68	1343	-4	0
> CCc1cccc(CC)c1NC(=O)c1ccccc1CCc1ccccc1
→ 0	4.1	3.2	12	-2	-2	-4	·	1604	2	24
> Cc1cc(C)nc(-n2nc(C)cc2NC(=O)COC(=O)CCC(=O)c2cccs2)n1
→ -1	0.7	0.0	-2	15	0	4	0.29	1590	21	0
> CC(C)(C)NC(=O)c1cnn(-c2ccccc2)c1NC(=O)c1ccccc1
→ 5	1.7	0.0	·	1	0	2	-0.48	1411	1	-3
> Cc1[nH]c2c(ccc3ccccc32)c1C1C(CCN)C1(C)C (stereo not drawn)
→ 2	1.5	0.2	·	6	7	5	-0.7	1531	4	100*
> O=C(Nc1ccccc1)c1c(F)cccc1F
→ 0	-0.2	0.3	·	4	1	11	0.33	1626	4	-4
> C1CCc2c(nc3nnnn3c2NC2CCCC2)C1
→ 4	-0.3	2.1	·	1	0	-2	·	1705	-5	2
> S=c1[nH]nc(-c2cccnc2)n1-c1ccc2c(c1)OCCO2
→ 0	2.2	0.5	-3	11	6	3	0.94	1588	2	-6
